Pol eta inh – qHTS for Inhibitors of Polymerase Eta. recombinant Pol eta, fluorescent DNA replication assay. 1.2% of 390,000 active. AID 588591, 2011. Potency, µM (doses to about 114 µM), inactives show at the highest dose activity change, negative = inhibition, hits mostly inhibitors; note: potency is the fitted concentration of half-maximal effect; % is set by controls: 0 for no effect and ±100 for the full control effect
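Pol eta at 10 nM preincubated with compounds 15 min at room temperature; reaction started with fluorescent substrate (50 nM final) and read kinetically at 0 and 10 min.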
LDHA inh – qHTS assay for inhibitors of human lactate dehydrogenase | activity change, % (values are at about 110 or 230 µM) | AID 1347041, 2019 | purified LDHA, NADH/diaphorase-resazurin fluorescence; hits give low values | 0.15% of 480,000 active; in the data active = activity change below about -30%; inconclusive = mostly about -25% to -30%;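 note: plate controls were DMSO wells for no effect and wells without enzyme for full effect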
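Human LDH5 at 2 nM final in Tris HCl pH 7.4 with 0.06 mM NADH and 0.2 mM pyruvate, reacted 5 minutes at room temperature. Remaining NADH coupled via diaphorase/resazurin; resorufin fluorescence read at 0 and 20 minutes, normalized to enzyme-free and DMSO wells.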
POLI inh – qHTS for Inhibitors of Polymerase Iota; DNA polymerase iota (Homo sapiens), Q9UNA4; Pol iota fluorescent replication assay, 10 min; Potency, µM (series often up to 115 µM), for the others: top-dose activity, negative = inhibition, usual class: inhibitors; 1% of 390,000 active; note: potency is the fitted concentration of half-maximal effect
Target sequence (Q9UNA4 whole entry, looked up): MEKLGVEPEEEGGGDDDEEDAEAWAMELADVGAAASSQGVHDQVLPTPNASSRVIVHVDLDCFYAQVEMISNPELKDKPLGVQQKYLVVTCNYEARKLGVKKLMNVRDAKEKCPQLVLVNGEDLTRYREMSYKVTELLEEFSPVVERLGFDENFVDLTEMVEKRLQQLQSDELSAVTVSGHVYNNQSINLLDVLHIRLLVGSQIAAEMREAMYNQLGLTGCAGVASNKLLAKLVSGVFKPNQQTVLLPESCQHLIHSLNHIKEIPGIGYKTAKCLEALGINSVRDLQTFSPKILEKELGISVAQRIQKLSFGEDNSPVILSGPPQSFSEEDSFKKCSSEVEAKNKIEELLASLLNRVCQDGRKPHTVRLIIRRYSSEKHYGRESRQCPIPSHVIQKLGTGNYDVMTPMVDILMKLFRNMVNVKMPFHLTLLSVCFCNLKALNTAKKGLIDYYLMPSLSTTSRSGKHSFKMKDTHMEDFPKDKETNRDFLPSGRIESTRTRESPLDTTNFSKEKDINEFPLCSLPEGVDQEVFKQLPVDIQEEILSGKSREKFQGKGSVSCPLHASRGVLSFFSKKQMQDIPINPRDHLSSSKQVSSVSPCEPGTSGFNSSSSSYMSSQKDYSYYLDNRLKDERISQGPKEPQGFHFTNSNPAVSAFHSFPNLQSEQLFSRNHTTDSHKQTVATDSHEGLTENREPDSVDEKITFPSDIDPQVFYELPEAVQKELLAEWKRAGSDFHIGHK
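Fluorescent replication assay read twice, at 0 min and 10 min after adding 50 nM (final) substrate. Enzyme (10 nM) and compounds were first incubated 15 min at room temperature; enzyme-free buffer wells were negative controls.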
BLM inh – qHTS Assay for Inhibitors of Bloom's syndrome helicase (BLM); RecQ-like DNA helicase BLM (Homo sapiens), P54132; Potency, µM (titrated, usually from 56.1 µM), inactives show at the highest dose activity change, negative = inhibition, usual class: inhibitors; 0.2% of 350,000 active; recombinant BLM DNA unwinding, fluorescence dequenching;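 note: potency is the fitted concentration of half-maximal effect; plate controls were vehicle for no effect and no enzyme for full effect; nearly all actives have a fitted effect of over 35% in size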
Pol beta inh – qHTS Assay for Inhibitors of DNA Polymerase Beta. Potency, µM (doses to about 114 µM), inactives show at the top dose activity change, negative = inhibition, actives largely listed as inhibitors. AID 485314, 2010. Pol beta primer extension/strand displacement, fluorescence kinetic. P06746. 1.3% of 340,000 active; note: potency is the fitted concentration of half-maximal effect; % is set by controls: 0 for no effect and ±100 for the full control effect
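Enzyme-only controls used 10 nM Pol beta; buffer lacking enzyme served as negative control. Compound preincubated 15 min, then 50 nM substrate added; 0 and 10 min reads at room temperature.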
APEX1 inh – qHTS Assay for Inhibitors of the Human Apurinic/apyrimidinic Endonuclease 1 (APE1); DNA repair nuclease/redox regulator APEX1 (Homo sapiens), P27695; recombinant APE1, TAMRA/BHQ-2 abasic DNA cleavage fluorescence; Potency, µM (doses to about 65.8 µM), inactives show at the top dose activity change, negative = inhibition, most hits filed as inhibitors; 0.35% of 350,000 active; AID 2517, 2012;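 note: potency is the fitted concentration of half-maximal effect; plate controls were vehicle for no effect and reference inhibitor for full effect; nearly all actives have a fitted effect of over 55% in size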
Target sequence (P27695 whole entry, looked up): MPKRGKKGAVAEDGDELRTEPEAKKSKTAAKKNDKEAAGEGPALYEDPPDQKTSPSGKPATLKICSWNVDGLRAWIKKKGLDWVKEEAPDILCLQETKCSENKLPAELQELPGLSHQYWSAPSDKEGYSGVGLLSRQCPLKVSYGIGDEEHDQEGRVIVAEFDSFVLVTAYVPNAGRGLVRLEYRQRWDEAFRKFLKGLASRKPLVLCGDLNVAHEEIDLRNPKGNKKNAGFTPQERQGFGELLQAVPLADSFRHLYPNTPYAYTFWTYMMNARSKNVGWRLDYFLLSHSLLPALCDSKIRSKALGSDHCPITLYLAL
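Kinetic fluorescence read (525 ex/598 em nm, three reads 60 s apart) of AP-site incision; signal = third minus first read. Enzyme 0.75 nM, dual-labelled THF duplex 50 nM, compound preincubation 15 min RT.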
Anesthetic bind – qHTS Assay for Identification of Novel General Anesthetics; apoferritin/1-aminoanthracene competitive binding, fluorescence; Potency, µM (top dose mostly 77.5 µM), for the others: at the highest dose activity change, negative = displacement, usual class: inhibitors; 0.074% of 350,000 active; note: potency is the fitted concentration of half-maximal effect; % is set by controls: 0 for no effect and ±100 for the full control effect; nearly all actives have a fitted effect of over 20% in size
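Read-out: endpoint 1-AMA fluorescence, excitation 380 nm and emission 535 nm, after compounds sit 10 min at room temperature with 10 uM horse-spleen apoferritin in 50% saturated 1-AMA/PBS. Values come from four-parameter Hill fits.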
Pol kappa inh – qHTS for Inhibitors of Polymerase Kappa; DNA polymerase kappa (Homo sapiens), Q9UBT6; purified Pol kappa, fluorescent DNA synthesis assay, 10 min; Potency, µM (titrated, usually from 107 µM), inactives show top-dose activity, negative = inhibition, actives largely listed as inhibitors; 0.53% of 400,000 active; note: potency is the fitted concentration of half-maximal effect; % is set by controls: 0 for no effect and ±100 for the full control effect
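Readout: fluorescence, taken kinetically at 0 and 10 min. Conditions: 10 nM Pol kappa, 15 min RT compound preincubation, 50 nM substrate final. Controls: enzyme-free buffer wells.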
Glioma ERSR ind – qHTS for Inducers of the Endoplasmic Reticulum Stress Response (ERSR) in Human Glioma: qHTS; U87-MG GRP78 promoter luciferase reporter, 16 h; Potency, µM, without a hit: top-dose activation, hits mostly activators; 0.02% of 420,000 active; AID 602332, 2012; note: potency is the fitted concentration of half-maximal effect; series mostly up to about 76 µM; % of control where 0% means no effect; nearly all actives have a fitted effect of over 35% in size
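ERSR induction read as luciferase luminescence (Bright-Glo, 10 min at room temperature) in stably transfected human U87-MG glioma cells exposed to compounds for 16 h, using GRP78 as sensor.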
* = called active by the depositor; ? = inconclusive; . = no result given; & = joins results of further samples; [ ] = dose if it differs, or a comment. Unless noted, calls come from the whole dose curve; as a rule, active = well fitted curve in the direction sought with a large enough effect; inconclusive = small, poorly fitted or top-dose-only effect, or another doubt; inactive = no such curve, though single readings can be large; an effect the other way counts as inactive or inconclusive.

Sequence of screens – Pol eta inh, LDHA inh, POLI inh, BLM inh, Pol beta inh, APEX1 inh, Anesthetic bind, Pol kappa inh, Glioma ERSR ind
COC(=O)C1=C(C)N=C2SC(C)C(=O)N2C1/C=C/c1ccccc1 (configuration not stated)
 : -22%, -7, -6%, -11%, 4%, -1%, -8%, -15%, 0%
O=[N+]([O-])c1ccc(NC(=S)NCC(c2cccnc2)N2CCOCC2)cc1 (configuration not stated)
 : -8%, 5, 66%[activator], 0%, 9%, 25%, -11%, -9%, 0%
CC(C)(C)NC(=O)C[n+]1ccc(C(N)=O)cc1
 : -11%, 0, -13%, -3%, 14%, 2%, -1%, -6%, -4%
COc1ccc(/C=C/C(=O)Nc2ccc(C)c(S(=O)(=O)N3CCOCC3)c2)cc1
 : -2%, -7, 14%, ., ., 11%, ., -22%, -2%
CC(=O)C1=C(C)NC(SCc2cccc([N+](=O)[O-])c2)=C(C#N)C1c1ccco1 (configuration not stated)
 : -12%, 2, 25%, -13%, 9%, -2%, ?, -16%, -2%
Cc1cc2ccccn2c1C(=O)Nc1cccc(Cl)c1
 : -10%, -8, 7%, -6%, -1%, -3%, 176%[activator], -8%, 8%
CCOc1ccc2oc(=O)cc(CN3CCN(C(=O)c4ccco4)CC3)c2c1
 : -11%, -1, -20%, 0%, -3%, 7%, -6%, -6%, -4%
O=c1ccn(-c2ccccc2)[nH]1
 : -17%, 2, 136%[activator], -3%, 18%, -8%, -13%, 4%, -1%
CCOC(=O)C(=NC1CCS(=O)(=O)C1)NNc1cc(Cl)ccc1Cl (configuration not stated)
 : -10%, -2, 8%, -9%, 1%, 0%, -23%, 4%, 0%
O=C(NCCCn1ccnc1)C(=O)NCC(c1cccnc1)N1CCN(c2ccc(F)cc2)CC1 (configuration not stated)
 : -2%, -2, 5%, -8%, 3%, 0%, -1%, -6%, -2%
CC(C)Oc1cc(S(=O)(=O)N2CCCCC2)ccc1N
 : -19%, 3, 56%[activator], -9%, 13%, 16%, -11%, -1%, -3%
COC(=O)c1ccc(N(CC(=O)NC2CCCCC2)C(=O)CNC(=O)c2ccco2)cc1
 : -5%, -10, 12%, 0%, 18%, 60%, -4%, -7%, 2%
CC1CCCC(C)N1C(=O)COC(=O)CCc1nc2ccccc2c(=O)[nH]1 (configuration not stated)
 : -16%, -5, 22%, 3%, 11%, 18%, -18%, -7%, -2%
O=C1CC(SCCO)C(=O)N1c1ccc(Oc2ccccc2)cc1 (configuration not stated)
 : 2%, -7, 11%, -1%, -4%, -6%, -2%, 4%[60.1 µM], -1%
CN(C)C(=O)CNC(=O)CN1C(=O)NC2(CCCc3sccc32)C1=O (configuration not stated)
 : -24%, -1, -4%, -4%, -8%, 12%, 2%, -8%, -4%
CCOC(=O)CNC(=O)COc1ccc(Cl)cc1Br
 : -14%, -10, 8%, 1%, 11%, -6%, -3%, -7%, 2%
COC(=O)C1=CN(C2CC2)C=C(C(=O)OC)C1c1ccc(C(=O)OC)cc1
 : -13%, 5, -4%, -5%, 19%, 11%, 18%, 5%, 2%
COc1ccc(NC(=O)c2cccc(S(=O)(=O)Nc3ccc(Br)cc3)c2)cn1
 : -26%, -3, 186%[activator], -8%, -17%, -7%, -20%, -14%, -7%
CC1CCCCN1S(=O)(=O)c1ccc(C(=O)N(CCCN(C)C)c2nc3cc4c(cc3s2)OCO4)cc1 (configuration not stated)
 : -22%, -2, 34%[activator], 1%, -1%, 10%, ?, -5%, -5%
O=C(O)C1(c2ccccc2)CCN(S(=O)(=O)c2ccc(F)c(F)c2)CC1
 : -1%, -5, 9%, 0%, 36%, 5%, -3%, -1%, -3%
COc1ccc(-n2c(C)cc(/C=C3\C(=N)N4N=C(CC(=O)N5CCOCC5)SC4=NC3=O)c2C)cc1
 : 32µM*, -3, 50µM*, -18%, 0.89µM*, -6%, -19%, ?, -7%
COc1ncccc1-c1nnn(-c2ccc(Cl)c(Cl)c2)n1
 : 4%, -4, 4%, -1%, 33%, 4%, -6%, -2%, 2%
CCOc1ccc(Nc2sc(C(=O)c3ccc4c(c3)OCO4)c(N)c2S(=O)(=O)c2ccc(C)cc2)cc1
 : 4%, -8, -11%, -6%, 3%, ., 125%[activator], -16%[60.1 µM], -1%
COc1cc(OC)c(NC(=O)Nc2cc(C)on2)cc1Cl
 : ., ., ., 1%, ., -1%, 0%, -16%[60.1 µM], 3%
N/C(CS(=O)(=O)c1ccccn1)=N\OC(=O)c1ccc(Cl)cc1
 : 1%, -3, 14%[58.9 µM], -1%, ?, 1%, -5%, -17%, 2%
Cn1c(=O)c2c(ncn2CC(=O)OCC(=O)Nc2cccc(Cl)c2)n(C)c1=O
 : -3%, -11, 59%[activator], -1%, 16%, -5%, -10%, -17%, 1%
COc1ccc(N2CCN(C(CNC(=O)c3ccc4c(c3)OCO4)c3cccnc3)CC2)cc1 (configuration not stated)
 : -12%, -1, -1%, -1%, 32%, -2%, -7%, 4%, 1%
Cc1cccc(N2C(=O)C3CC3C2=O)c1 (configuration not stated)
 : -10%, -12, -28%, -6%, -4%, -3%, -9%, -6%, -2%
CCNS(=O)(=O)c1ccc(NC(=O)Nc2ccc3c(c2)OCO3)cc1
 : -20%, -1, -8%, -6%, 33%, -8%, -19%, -3%, -3%
COc1cccc(C2=NOC(C(=O)NC3CCCCC3)C2)c1 (configuration not stated)
 : -5%, -3, 10%, 6%, 17%, 3%, -16%, -4%, -1%
NC(=O)CCCC1=NS(=O)(=O)c2ccccc2N1
 : -6%, -1, -6%, 0%, 3%, -1%, -6%, 6%, -3%
C/C(=N\NC(=O)Cc1ccccc1Cl)c1cccnc1
 : -11%, 1, 54%[activator], -14%, -6%, 4%, -18%, -7%, 9%
CN(Cc1nccn1C)C(=O)CCc1nnc(CCC2CCCCC2)o1
 : -8%, -3, 15%, -1%, 13%, 2%, ?, -8%, 6%
COc1ccc(-c2nc3ccccc3c(=O)n2NC(=O)c2cccnc2Cl)cc1OC
 : -14%, -9, 70%[activator], 2%, 90%, 1%, -10%, 2%, -5%
Cc1ccc(N2C(=O)CN=C2Nc2nc(C)cc(C)n2)cc1
 : -1%, -1, 4%, -8%, 5%, 1%, -5%, 9%, -3%
Cc1ccc(S(=O)(=O)c2cc3c(=O)n4cccc(C)c4nc3n(CC3CCCO3)c2=N)cc1 (configuration not stated)
 : ., ., ., 0%, 1%, -2%, -6%, ., .
CCn1c(=O)c(C(=O)NCCNCCO)c(O)c2ccccc21
 : 2%, 5, 3%, -11%, -5%, -4%, -19%, 2%, -7%
Cn1c(=O)oc2cc(S(=O)(=O)Nc3ccccc3O)ccc21
 : 1%&-19%, 7&5, ?, -6%&1%, ?, 38%, ?, -19%&-6%, 0%&0%
CN1CCC(N(C)C(=O)CCc2nc3ccccc3n2-c2ccccc2)CC1
 : -12%, -3, 29%, -10%, 3%, -3%, -4%, -3%, -2%
Cn1c(N2CCN(C(c3ccccc3)c3ccccc3)CC2)nc2c1c(=O)[nH]c(=O)n2C
 : -19%, -5, 32%[activator], -4%, 4%, 14%, 2%, -7%, -2%
Clc1ccc(OCc2cc(-c3ccccc3)no2)cc1Cl
 : -7%, -1, ?, -9%, ?, -2%, 22%, -13%[60.1 µM], 8%
Cc1ccccc1NS(=O)(=O)c1ccc2c(c1)NC(=O)CO2
 : -15%, -6, 53%[activator], -9%, 9%, 0%, -7%, -9%, -5%
CCSc1nc2c(c(-c3ccc(C)o3)c1C#N)CCCC2
 : -19%, 2, 21%, -1%, -16%, 2%, -13%, 0%, -9%
CCOc1ccccc1CNC(=O)C1CCCN(c2nc3ccccc3o2)C1 (configuration not stated)
 : ., ., ., -3%, 20%, -11%, -9%, ., .
CC(Oc1ccccc1)C(=O)Nc1ccc(F)c(S(=O)(=O)N2CCOCC2)c1 (configuration not stated)
 : -16%, -4, 6%, ., ., 24%, ., -7%, -6%
COc1ccc(CCN2CC(C(=O)NCCc3cccnc3)CCC2=O)cc1 (configuration not stated)
 : -5%, -7, 27%, 2%, 59%, -8%, -11%, -5%, -4%
CCc1nnc2n1N=C(c1ccc(Cl)cc1)CS2
 : -3%, -7, 24%, 0%, 13%, -12%, -5%, 0%, -6%
Cc1cc(C)n2nc(SCC(=O)Nc3ccc(F)c(F)c3F)nc2n1
 : -17%, 0, 3%, ., ., 14%, ., 0%, -2%
O=S(=O)(c1ccccc1)c1ncc(C(F)(F)F)cc1O
 : -7%, -2, 33%, 0%, 3%, -1%, -1%, -6%, -5%
O=C(NCCC(=O)N1CCN(C(=O)c2ccco2)CC1)c1ccccc1Cl
 : -17%, -11, 91%[activator], ., ., 18%, ., -6%, -3%
CC(C)=CCN1CCN(Cc2cnc(N3CCOCC3)s2)CC1CCO (configuration not stated)
 : 8%, 0, -9%, -6%, -22%, 4%, ?, -5%, -3%
Cc1cc(NC(=O)CSc2ncccn2)no1
 : -1%, -2, 2%, 1%, 2%, 15%, 1%, -11%, -2%

In the list so far, two have a thiophene ring, fused or not.
Sequence of screens – Pol eta inh, LDHA inh, POLI inh, BLM inh, Pol beta inh, APEX1 inh, Anesthetic bind, Pol kappa inh, Glioma ERSR ind
CN(C)C(=O)CNC(=O)CN1C(=O)NC2(CCCc3sccc32)C1=O (configuration not stated)
 : -24%, -1, -4%, -4%, -8%, 12%, 2%, -8%, -4%
CCOc1ccc(Nc2sc(C(=O)c3ccc4c(c3)OCO4)c(N)c2S(=O)(=O)c2ccc(C)cc2)cc1
 : 4%, -8, -11%, -6%, 3%, ., 125%[activator], -16%[60.1 µM], -1%

Compound activity from PubChem BioAssay.

A portion of the library (hit frequency here may not be typical).
